# Screening data deposited in PubChem by several laboratories.
# Pf gametocyte = late stage P. falciparum gametocyte viability inhibitors, primary screen, ATP luminescence, HTS | AID 743093, 2013 | P. falciparum stage V gametocytes, 24 h | actives 0.065% (n = 150,000) | inhibition, % at 10.9 µM;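 active = inhibition above the mean plus 3 SD of compounds within the control limits, set per campaign, cut at about 38% in these data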;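 note: 0% = DMSO wells and 100% = medium only without gametocytes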
# ABCB1 inh = ABCB1 efflux pump inhibitors, primary screen, cell-based, multiplex, flow cytometry, ABCG2 counter-screen; AID 1326, 2008; inhibition, % at 6.6 µM; CCRF-Adr cells, JC-1 efflux; actives 0.067% (n = 190,000); ATP-dependent translocase ABCB1 (Homo sapiens), P08183; in the data active = inhibition above about 40%;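 note: 0% = vehicle and 100% = reference inhibitor; higher value means more JC-1 retained so stronger ABCB1 efflux block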
# Rac1 act GTP bind = GTP binding modulators of activated mutant Rac1, primary screen, biochemical, bead-based flow cytometry, multiplex, fluorescent GTP. Ras-related C3 botulinum toxin substrate 1 (Homo sapiens), P63000. GST-Rac1 activated beads; actives lie on both sides; 100% means binding = to untreated wells. percent activity (GTP binding), % at 10 µM. actives 0.11% (n = 190,000);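 active = GTP binding at least 20 percentage points away from the 100% baseline, in either direction, so actives lie on both sides; inconclusive = Compound likely fluorescent itself, or too few beads counted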
# Rab2 wt GTP = modulators of GTP binding to Rab2A wildtype, primary screen, biochemical, dog, bead-based flow cytometry, multiplex. Ras-related protein Rab-2A (Canis lupus familiaris), P61105. GTP binding activity, % at 10 µM. GST-Rab2 wt beads, Bodipy-GTP binding. actives 0.19% (n = 190,000);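 active = GTP binding activity at least 20 points away from 100%, either lowered or raised; inconclusive = signal likely due to the compound's own green fluorescence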;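 note: 0% = beads with excess unlabeled GTP and 100% = no-compound control corrected for plate trend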
# HRas wt GTP bind = modulators of GTP binding to HRas wildtype, primary screen, biochemical, bead-based flow cytometry, multiplex | actives 0.14% (n = 190,000) | GTP binding activity, % at 10 µM | GST-Ras wt beads, Bodipy-FL-GTP binding; actives lie on both sides | GTPase HRas (Homo sapiens), P01112;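 active = GTP binding activity at least 20% away from the 100% baseline, either lowered as inhibitor or raised as activator; inconclusive = flagged as likely green fluorescent, judged across all proteins in the well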;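 note: 0% = unlabeled GTP competition control and 100% = no-compound control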
# Target sequence (P01112 whole entry, looked up): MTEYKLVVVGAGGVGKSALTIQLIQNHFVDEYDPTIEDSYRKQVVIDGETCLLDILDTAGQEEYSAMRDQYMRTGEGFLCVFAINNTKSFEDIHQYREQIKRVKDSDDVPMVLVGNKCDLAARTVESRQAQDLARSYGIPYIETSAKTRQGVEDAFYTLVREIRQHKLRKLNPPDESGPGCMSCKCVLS
# Rab7 wt GTP bind = modulators of GTP binding to Rab7, primary screen, biochemical, wildtype, multiplex bead flow cytometry. GTP binding activity (percent of control), % at 10 µM. actives 0.055% (n = 190,000). AID 758, 2007. GST-Rab7 beads, fluorescent GTP binding; actives lie on both sides; untreated = 100%, excess cold GTP = 0%;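 active = fluorescent GTP binding to Rab7 beads changed by at least 20 points from the 100% baseline, either direction, mostly lower; inconclusive = compound itself probably fluorescent, or too few beads counted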;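 note: median green fluorescence of bound Bodipy-FL-GTP per Rab7 bead population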
# Avidin bead fluor = green autofluorescence of compounds with avidin beads – biophysical, 488/530 nm, flow cytometry, artefact control, profiling panel | compound fluorescence 488/530 nm; active compounds read high | fluorescence (KMESF) at 10 µM | actives 0.38% (n = 220,000) | AID 1775, 2009; in the data active = fluorescence above about 47; note: inactives centre near 10
# Cdc42 wt GTP = modulators of GTP binding to wildtype Cdc42, primary screen, biochemical, multiplex bead flow cytometry, Bodipy-GTP | percent activity (GTP binding), % at 10 µM | GST-Cdc42 beads; actives lie on both sides | AID 761, 2007 | actives 0.2% (n = 190,000);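 active = percent activity GTP binding at least 20 points away from the 100% baseline, either down as inhibitor or up as activator; inconclusive = compound flagged as likely green fluorescent from well-wide comparison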;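 note: median bead fluorescence of bound Bodipy-FL-GTP at 100 nM; 0% = excess unlabeled GTP control and 100% = no compound control; below 100% means less GTP binding so inhibitor and above means activator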
# Target sequence (P60953 whole entry, looked up): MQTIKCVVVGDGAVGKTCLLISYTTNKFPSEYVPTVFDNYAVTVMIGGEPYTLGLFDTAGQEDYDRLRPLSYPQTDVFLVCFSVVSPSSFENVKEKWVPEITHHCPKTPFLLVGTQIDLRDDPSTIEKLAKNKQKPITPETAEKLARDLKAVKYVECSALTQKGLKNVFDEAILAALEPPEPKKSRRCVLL
# ABCG2 inh = ABCG2 efflux pump inhibitors, primary screen, multiplex with ABCB1, IgMXP3 cells, flow cytometry. JC-1 efflux. inhibition, % at 6.6 µM. actives 0.1% (n = 190,000). AID 1325, 2008;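 active = inhibition above 80%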;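 note: 0% = DMSO and 100% = nicardipine control wells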
#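 test system = two drug-resistant human cell lines, ABCG2 and ABCB1 | amount = 3 million cells/mL final, two lines in 1:1 ratio | reagent = JC-1 transporter substrate | doses = one concentration, 6.6 µM final | incubation = 10 min at 25 °C | signal = flow cytometric JC-1 green MFI at 530 nm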
# Mcl1-Noxa inh = Mcl-1/Noxa binding inhibitors, primary screen, biochemical, TR-FRET, 1536-well; actives 1.5% (n = 220,000); inhibition, % at 21.7 µM; TR-FRET Mcl-1/Noxa peptide binding, 2 h; Induced myeloid leukemia cell differentiation protein Mcl-1 (Homo sapiens), Q07820;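 active = compounds that cut the protein-peptide binding signal by more than 50% relative to plate controls in a single-dose test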;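 note: His-tagged Mcl-1 with rhodamine Noxa BH3 peptide and terbium anti-His antibody; 0% = Mcl-1 plus Noxa peptide wells and 100% = peptide-only wells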
# Target sequence (Q07820 whole entry, looked up): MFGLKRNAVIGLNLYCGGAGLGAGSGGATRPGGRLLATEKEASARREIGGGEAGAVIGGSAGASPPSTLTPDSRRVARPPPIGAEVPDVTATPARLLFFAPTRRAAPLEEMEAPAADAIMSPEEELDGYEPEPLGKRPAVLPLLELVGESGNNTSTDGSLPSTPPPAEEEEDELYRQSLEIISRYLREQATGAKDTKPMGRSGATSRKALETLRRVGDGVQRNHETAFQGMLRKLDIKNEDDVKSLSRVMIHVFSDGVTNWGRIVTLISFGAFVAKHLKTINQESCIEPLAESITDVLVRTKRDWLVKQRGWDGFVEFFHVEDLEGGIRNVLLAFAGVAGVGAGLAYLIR
# Rac1 wt GTP bind = wildtype Rac1 GTP binding modulators, primary screen, biochemical, GST-Rac1 beads, flow cytometry, multiplex; Ras-related C3 botulinum toxin substrate 1 (Homo sapiens), P63000; fluorescent GTP binding; actives lie on both sides; 0 = cold GTP competed, 100 = untreated; GTP binding activity (% of control), % at 10 µM; actives 0.27% (n = 190,000);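 active = GTP binding activity at least 20 points away from the 100% control level, either lower or higher; inconclusive = compound flagged as likely green fluorescent, judged across all proteins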
# The depositor's hits bear a star; u = inconclusive; x = not tested or not shown. This is a random part of the collection. About 2.3% of those tested had a hit in this group.
molecule	Pf gametocyte	ABCB1 inh	Rac1 act GTP bind	Rab2 wt GTP	HRas wt GTP bind	Rab7 wt GTP bind	Avidin bead fluor	Cdc42 wt GTP	ABCG2 inh	Mcl1-Noxa inh	Rac1 wt GTP bind
ClCC1NCC(c2ccccc2Cl)c2c1[nH]c1ccccc21 (stereo unspecified)	0	-0.8	98	102	101	111	11	101	-4	21	106
COc1ccc2[nH]c(C)c(CCNc3ccc(C(F)(F)F)cc3[N+](=O)[O-])c2c1	-31	-0.7	100	102	101	99	11	98	-4	14	100
C=CCn1c(-c2cccc(S(=O)(=O)N(CC)CC)c2)n[nH]c1=S	x	-0.3	94	98	97	106	9	99	1	29	96
O=C(c1c(F)c(F)c(F)c(F)c1F)N1CCN(c2cccc(C(F)(F)F)c2)CC1	x	0.5	98	101	102	102	14	101	37	-23	107
O=C1CC(=O)N(c2ccccc2)N1c1ccccc1	-20	-1.0	89	88	89	88	12	88	-7	14	87
CCOC(=O)C(=CNc1ncccc1C)C(=O)OCC	x	-0.2	94	101	100	99	21	98	-1	-7	98
Cc1nn(-c2ccc([N+](=O)[O-])cc2)c(N)c1-c1ccccc1	-8	0.0	92	96	98	101	21	92	1	16	98
CCOC(=O)N1CCN(C(=O)CN(c2ccc(C)cc2)S(=O)(=O)c2c(C)noc2C)CC1	x	1.3	97	99	100	98	5	101	1	1	99
O=S(=O)(NCc1csc(-c2ccccc2)n1)c1ccc(Cl)s1	x	0.4	99	101	100	96	21	101	4	3	102
N/C(=N/O)C(c1ccccc1)c1ccccc1	x	x	101	101	103	102	5	102	0	-3	103
COc1ccc(NC(=O)C(c2ccc(OC)cc2)N(C)C(=O)CNC(C)=O)cc1 (stereo unspecified)	x	0.2	100	100	101	98	6	102	1	7	102
Cc1cc(C)c2c(N)c3cccc(C)c3nc2n1	15	-0.3	u	u	u	u	18	u	1	31	u
Cc1nc2c(C(=O)NCCc3ccccc3)c[nH]n2c(=O)c1Cl	x	0.0	95	93	94	97	24	101	0	25	95
Cc1nn(-c2ccccc2Cl)c(Cl)c1/C=N/Nc1cccc(C(=O)O)c1	-5	-1.9	99	98	95	98	8	97	-9	8	97
CC(=O)NS(=O)(=O)c1ccc(NS(=O)(=O)c2ccc(F)cc2)cc1	x	0.1	103	101	103	101	15	104	2	12	106
COc1cc(C(=O)NCCCN(C)C)ccc1OCC(=O)Nc1cccc(C(F)(F)F)c1	2	-0.5	99	100	101	105	22	97	-3	-18	104
COCc1cnc(C)nc1N	12	-0.2	93	98	98	105	21	96	0	-11	97
COc1ccc(NC(=O)CCn2nnc(-c3ccc(C)cc3)n2)cc1OC	x	-0.2	93	93	93	91	6	97	17	17	97
COc1ccc(NC(=O)CN2c3cccc4cccc(c34)S2(=O)=O)cc1	x	0.2	97	97	99	101	11	100	2	-7	101
COc1cc(/C=C(\C#N)c2ccccn2)ccc1OCC(=O)Nc1c(Cl)cccc1Cl	-9	-2.3	98	97	97	99	6	97	-4	18	101
c1ccc(OCc2noc(CN3CC[C@@H]4CCCC[C@H]4C3)n2)cc1	2	0.2	96	96	96	93	9	100	1	14	99
CCC(N=c1cc(-c2ccc(OC)cc2)oc2ccc(C)cc12)C(=O)O (stereo unspecified)	x	0.6	97	99	99	103	2	102	3	34	102
CC(Nc1nc(-c2ccccc2)nc2ccccc12)c1ccccc1 (stereo unspecified)	x	1.4	92	92	93	98	9	91	3	-6	91
Cc1ccc(NC(=O)Nc2ccc(Cl)cn2)cc1	16	-0.1	91	96	93	101	7	89	7	2	95
Cc1ccc(OC(=S)Nc2ccc(O)cc2)cc1	-25	0.1	89	92	91	89	5	92	0	15	93
Cc1ccc(-n2nnnc2-c2cnn(-c3ccc(F)cc3)c2C(F)(F)F)cc1	x	0.5	94	95	97	98	15	97	3	3	100
CC(=O)NCCn1c(SCc2ccccc2F)nc2ccccc2c1=O	7	1.6	98	101	103	102	11	102	5	5	102
COc1ccc(NC(=O)C2CCCN(S(=O)(=O)c3cccc4cccnc34)C2)cc1 (stereo unspecified)	x	-1.9	99	97	97	98	8	97	-2	-3	101
O=C(Nc1nnc(CCN2CCCCC2)s1)c1ccc(Br)cc1	-11	-0.1	95	100	99	99	11	103	-1	-1	108
Cc1ccc2oc(=O)c3cnn(CC(=O)N(CCN(C)C)Cc4ccco4)c3c2c1	x	0.2	102	103	102	99	7	105	2	13	110
CC(C)c1ccccc1NC(=O)COC(=O)c1cc(=O)[nH]c(=O)[nH]1	-49	0.7	96	95	99	106	11	97	12	14	102
N#CCSc1ncccc1-c1nc2ccccc2[nH]1	-5	-0.4	98	101	100	101	7	100	0	-1	104
COC(=O)CCC(=O)N(CCN(C(=O)CCC(=O)OC)c1ccccc1)c1ccccc1	1	0.3	97	100	97	101	9	96	-3	16	101
Cc1ccc(C(=O)OCn2nnc3ccccc3c2=O)cc1[N+](=O)[O-]	4	1.1	95	94	96	100	11	96	5	12	97
CC12CCCCC1c1ccccc1C(=NCC(=O)O)N2 (stereo unspecified)	-14	-7.0	102	102	104	99	10	102	-6	10	106
Cc1nc2ccc(NC(=O)COc3ccccc3[N+](=O)[O-])cc2s1	-27	4.2	95	98	96	103	12	95	23	20	92
CCOc1cc(CNCc2ccncc2)cc(Cl)c1OC	x	x	u	u	u	u	6	u	2	32	u
NC(=O)CCCCC(=O)OCCCc1cccs1	-17	0.1	100	105	104	106	6	105	1	-13	106
Cc1[nH]c(=O)[nH]c(=O)c1NC(=O)c1sc2nc3c(C)cccc3cc2c1N	x	-0.4	100	97	98	101	7	100	-1	36	101
O=C1c2ccccc2C(=O)N1CSc1nnnn1-c1ccccc1	x	0.8	101	104	103	102	12	106	2	8	108
Cn1cccc1Cc1nnc(SCC(=O)Nc2ccc3c(c2)OCCO3)n1CCc1ccccc1	x	4.0	97	94	94	91	3	94	4	5	95
CC1(C)CC(CCNC(=O)c2ccc(-n3cnnn3)cc2)CC(C)(C)N1	-36	0.7	99	104	102	103	16	104	3	10	106
Nc1cc(=O)[nH]c(SCC(=O)Nc2nc3ccc([N+](=O)[O-])cc3s2)n1	x	-0.5	91	91	93	93	12	92	0	38	93
Cc1ccc(NC(=O)CN2C(=O)S/C(=C\c3cc(C)n(-c4ccc(C(=O)O)cc4)c3C)C2=O)cc1	24	-0.9	80	85	89	98	10	84	-7	14	85
CC(=O)Nc1ccc(OCC(O)Cn2c(C(C)C)nc3ccccc32)cc1 (stereo unspecified)	-15	0.1	100	98	99	97	10	99	0	-5	103
CCOC(=O)CSc1nnc(CNC(=O)c2cccs2)n1-c1cccc(C)c1	6	-0.6	99	97	95	94	7	97	-2	2	101
O=C(NCCNS(=O)(=O)c1ccc(Cl)cc1)c1cc(OCC(F)(F)F)ccc1OCC(F)(F)F	x	0.5	102	106	106	100	6	105	3	-15	106
COC(=O)Cn1c(CN2CCC(Cc3ccccc3)CC2)nc2c1c(=O)n(C)c(=O)n2C	x	1.2	99	98	99	94	37	99	8	5	100
CC(C)Sc1nc(N)nc(-c2cccs2)c1C#N	11	-1.9	99	99	100	99	7	100	1	4	102
CCNC(=O)NC(=O)COC(=O)CCCc1nc2ccccc2s1	-15	1.4	94	95	98	107	9	97	10	9	98
Brc1cccc(OCCCN2CCCCCC2)c1	0	1.1	96	95	98	97	10	98	6	23	100
CCn1c(CNc2ccc(Cl)cc2)nnc1SCc1ccc(C)cc1	x	0.3	98	97	99	94	7	97	5	6	99
Fc1cccc(C2NN=C(c3ccccc3)S2)c1 (stereo unspecified)	x	-0.5	99	99	99	97	1	100	1	12	104
COC(=O)c1cn(NC(=O)/C=C/c2cc(OC)ccc2OC)c(=O)c2ccccc12	x	-4.2	96	94	97	94	4	96	-13	7	98
CCOc1ccc(C(=O)N2CCN(c3ccccc3)CC2)cc1	8	0.4	96	96	99	104	10	96	7	4	100
O=C(CC1C(=O)NCCN1Cc1ccc(F)c(F)c1)NCCCn1ccnc1 (stereo unspecified)	-7	0.1	98	96	96	98	11	97	1	-4	99

# The listing continues:
molecule	Pf gametocyte	ABCB1 inh	Rac1 act GTP bind	Rab2 wt GTP	HRas wt GTP bind	Rab7 wt GTP bind	Avidin bead fluor	Cdc42 wt GTP	ABCG2 inh	Mcl1-Noxa inh	Rac1 wt GTP bind
O=C1CC(N2CCC(c3nc4ccccc4[nH]3)CC2)C(=O)N1c1cccc(F)c1 (stereo unspecified)	-17	-0.2	97	101	101	106	5	98	0	-11	99
O=C(O)Cn1cc2c(n1)CCCC2	-8	0.8	96	103	101	100	11	102	6	36	104
Cc1ccc(NC(=O)C2CCCN2C(=O)Oc2ccccc2)cc1C (stereo unspecified)	-11	-0.7	95	97	98	97	11	100	27	11	101
COc1c(C(=O)NCCSC(C)(C)C)ccc2ccccc12	-21	0.1	99	99	98	99	12	96	2	-8	101
CCN(CC)C(=O)/C(=C/c1cccc([N+](=O)[O-])c1)NC(=O)c1ccco1	-14	0.4	98	98	101	107	7	99	1	6	100
CC1CCCCN1C(=O)Cn1cnc2c1c(=O)n(C)c(=O)n2C (stereo unspecified)	-13	0.2	98	103	99	107	10	104	8	17	105
CC(NC(=O)NC(=O)c1ccc(Cl)cc1Cl)C1CC1 (stereo unspecified)	16	0.3	95	96	96	103	21	94	9	-14	100
COc1ccc(S(=O)(=O)N2CCN(S(=O)(=O)c3ccc(C(F)(F)F)cc3)CC2)cc1C	x	1.1	103	104	105	103	41	108	5	15	109
COc1ccc(OC)c(N(CC(=O)N2CCC(C)CC2)S(=O)(=O)c2ccccc2)c1	x	0.2	98	101	105	102	11	104	0	-11	104
